C2C12 statin = suppressors of statin myotoxicity in C2C12 myotubes, primary screen, cell-based, single point, plate reader; C2C12 myotubes + simvastatin, ATP luminescence, 48 h; scaled: DMSO 0, geranylgeraniol control 100; rescue of ATP level, % at 7.49 µM; actives 0.78% (n = 330,000); AID 602340, 2012;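 active = mean ATP rescue above about 67%, or every replicate alone reaching that limit, limit read from the data, passing the limit was not always enough; inconclusive = no clear call, values can overlap the other calls; inactive = mean under the limit and some replicate under it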;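 note: myotubes were challenged with 10 µM simvastatin during compound exposure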
SIRT5 inh = SIRT5 desuccinylase inhibitors, primary screen, biochemical, fluorescence imaging, single point, set 5 | NAD-dependent protein deacylase sirtuin-5, mitochondrial (Homo sapiens), Q9NXA8 | Purified SirT5, succinyl-peptide AMC, trypsin-coupled fluorescence | inhibition, % at 15 µM | actives 1.1% (n = 330,000); in the data active = inhibition above about 15%; inconclusive = no clear call, values can overlap the other calls
Target sequence (Q9NXA8 whole entry, looked up): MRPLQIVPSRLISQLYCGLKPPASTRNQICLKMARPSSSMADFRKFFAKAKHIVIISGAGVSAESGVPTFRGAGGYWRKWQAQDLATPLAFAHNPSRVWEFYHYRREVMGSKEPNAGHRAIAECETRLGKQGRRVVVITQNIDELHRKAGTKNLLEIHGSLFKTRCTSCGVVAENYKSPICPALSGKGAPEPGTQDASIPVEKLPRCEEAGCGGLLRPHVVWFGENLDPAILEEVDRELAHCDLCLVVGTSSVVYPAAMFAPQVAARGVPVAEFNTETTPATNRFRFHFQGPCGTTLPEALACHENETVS
DENV2 CPE rescue = inhibitors of DENV2 cytopathic effect, primary screen, cell-based, plate reader, single concentration; CPE inhibition, % at 9.99 µM; AID 651640, 2012; actives 1.7% (n = 350,000); DENV2-infected cells, cytopathic effect rescue; in the data active = CPE inhibition above about 20%, passing the limit was not always enough; inconclusive = no clear call, values can overlap the other calls; tested in BHK-21 cells;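 note: 0% = median of neutral control wells and 100% = median of positive control wells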
E-selectin induc = E-selectin induction in HUVECs, primary screen, imaging, HUVEC, immunofluorescence imaging, single point | P16581 | normalized: neutral wells 0, TNF-alpha wells 100 | activation, % at 7.58 µM | actives 0.37% (n = 260,000) | AID 686992, 2013;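 active = mean E-selectin-positive cell signal at least 10% of the positive control, reached in at least 60% of replicates, without over 20% cell loss; inconclusive = no rule given, readout overlaps actives, possibly toxicity-flagged; inactive = the rest, including those meeting only one limit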;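 note: in these data hits start at about 27%; measured in HUVEC primary endothelial cells; signal is the percent of cells scored E-selectin positive by PE staining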
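assay system = HUVEC, human umbilical vein endothelial cells | input = 3,000 HUVEC seeded per well | medium = EGM-2 growth medium on 0.1% gelatin-coated wells | dosing = one compound dose added by pin transfer | signal = immunofluorescence imaging | read-out basis = % PE-positive cells | control set = TNF-alpha, DMSO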
ERp5 inh = inhibitors of ERp5-driven insulin aggregation, primary screen, biochemical, turbidity, absorbance 650 nm, single point; Protein disulfide-isomerase A6 (Homo sapiens), Q15084; 90 min; inhibition, % at 9.99 µM; actives 0.05% (n = 350,000); AID 651711, 2012;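 active = mean replicate inhibition above about 25%, with every replicate also reaching it, limit read from the data, passing the limit was not always enough; inconclusive = only one of those two criteria met; inactive = neither criterion met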
Target sequence (Q15084 whole entry, looked up): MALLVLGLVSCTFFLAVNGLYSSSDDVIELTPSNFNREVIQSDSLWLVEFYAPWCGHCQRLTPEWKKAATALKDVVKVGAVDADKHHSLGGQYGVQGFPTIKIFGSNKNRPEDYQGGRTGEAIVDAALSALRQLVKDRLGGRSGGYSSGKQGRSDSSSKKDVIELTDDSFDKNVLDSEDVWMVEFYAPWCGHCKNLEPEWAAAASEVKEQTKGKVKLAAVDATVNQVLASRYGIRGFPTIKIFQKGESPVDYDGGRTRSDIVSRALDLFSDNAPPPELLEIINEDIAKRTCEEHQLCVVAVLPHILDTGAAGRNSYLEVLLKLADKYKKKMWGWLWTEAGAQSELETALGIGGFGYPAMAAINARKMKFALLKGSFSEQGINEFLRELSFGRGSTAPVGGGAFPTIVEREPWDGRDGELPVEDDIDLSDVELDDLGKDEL
PglD DTNB = C. jejuni PglD acetyltransferase inhibitors, primary screen, biochemical, DTNB colorimetric, single point. UDP-N-acetylbacillosamine N-acetyltransferase PglD (Campylobacter jejuni). purified PglD enzyme, DTNB colorimetric CoA detection. inhibition, % at 12.5 µM. actives 0.098% (n = 360,000); in the data active = inhibition above about 16%, passing the limit was not always enough; inconclusive = no clear call, values can overlap the other calls; note: strong numbers were not always called active
S100A4 MyoIIA = inhibitors of S100A4-myosin IIA peptide binding, primary screen, biochemical, fluorescence polarization, TAMRA-MyoIIA peptide; Protein S100-A4 (Homo sapiens), P26447; inhibition, % at 10.7 µM; actives 0.14% (n = 360,000);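 active = mean inhibition of at least 70% across replicates, with every replicate also reaching that level; inconclusive = mean inhibition reaches 70% but some replicates fall short; inactive = mean inhibition below 70%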
Target sequence (P26447 whole entry, looked up): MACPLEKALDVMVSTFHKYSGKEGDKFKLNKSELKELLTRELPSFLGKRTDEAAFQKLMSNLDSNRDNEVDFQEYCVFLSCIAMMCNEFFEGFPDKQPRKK
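Material: S100A4 monomer (human). Medium: Calcium-containing HEPES buffer, pH 7.2. Probe or stimulus: labelled myosin peptide probe, 5 nM. Compound dosing: one concentration per compound. Timing: polarization read 5 min after assay mix addition, stable 5–60 min. Benchmarks: DMSO as neutral control, TFP as positive control.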
The depositor's hits bear a star; ? = inconclusive; . = no result given.

SMILES | C2C12 statin | SIRT5 inh | DENV2 CPE rescue | E-selectin induc | ERp5 inh | PglD DTNB | S100A4 MyoIIA
C[C@@H]1CN([C@H](C)CO)C(=O)Cc2cc(NS(=O)(=O)c3ccccc3)ccc2O[C@H]1CN(C)C | -12.8 | 0.0 | 4.1 | -10.2 | 2.3 | -0.8 | -8.5
CC(CN1CCOCC1)(NS(=O)(=O)c1ccccc1)c1ccccc1 (stereo not given) | 19.5 | -4.2 | 1.6 | . | 0.7 | 2.6 | 0.4
C[C@@H]1CN([C@@H](C)CO)C(=O)c2cc(-c3cccc(F)c3)cnc2O[C@@H]1CN(C)C(=O)C1CCOCC1 | -15.1 | -2.6 | -13.7 | 0.2 | -4.0 | -10.9 | 14.2
O=C1CSc2ccc(S(=O)(=O)NCc3ccc(F)cc3)cc2N1 | 9.1 | -6.1 | -0.1 | . | -1.2 | -2.6 | -7.5
COc1cccc(CCNC(=O)CCc2nnc(Cc3cc(OC)ccc3OC)o2)c1 | 0.9 | 3.0 | 2.7 | . | 7.6 | -10.8 | -5.2
COc1ccc(Cl)cc1NC(=O)COC(=O)Cc1cccs1 | 6.0 | -0.6 | ? | 0.8 | 0.8 | -7.4 | -3.8
CO[C@@H]1CN(C)C(=O)c2ccc(NC(=O)NC(C)C)cc2OC[C@H](C)N(C(=O)CC2CC2)C[C@@H]1C | -5.0 | -1.7 | -6.4 | 0.0 | . | 2.8 | .
O=C(NC1CCCC1)[C@@H]1CCCN1C(=O)[C@@H](NC(=O)N1CCOCC1)c1ccccc1 | . | -0.7 | 17.2 | 0.2 | 2.4 | . | 56.6
Cc1nc(NC(=S)Nc2ccccc2)sc1C | . | -3.4 | -10.9 | . | 2.3 | . | 1.0
CC(=O)NC1=C(Nc2ccc(N(C)C)cc2)C(=O)c2ccccc2C1=O | -6.1 | 2.2 | -1.0 | . | 3.3 | -0.9 | 3.9
C[C@H](CO)N1C[C@H](C)[C@@H](CN(C)C(=O)Nc2ccc(F)cc2)OCCCC[C@H](C)Oc2ccc(NC(=O)Nc3cccc4ccccc34)cc2C1=O | 11.4 | 4.5 | -1.2 | 0.3 | -1.1 | -1.2 | -3.9
CCc1ccc(C(=O)Nc2cc(C)on2)o1 | 5.2 | -2.5 | -2.5 | . | -1.8 | 4.9 | 9.6
CN1C2CCC1CC(NS(=O)(=O)c1ccc(C#N)cc1)C2 (stereo not given) | . | -15.0 | 8.6 | -0.5 | -2.3 | -0.2 | 3.7
O=C(CCC(=O)Nc1ccc(Cl)cc1Cl)NNC(=O)Nc1ccccc1 | . | -4.1 | 1.4 | . | -4.4 | . | -0.3
CCC1CCCCN1CCCNC(=O)CSc1nc2nc(C)c(Cc3ccccc3Cl)c(C)n2n1 (stereo not given) | 3.0 | 2.1 | -4.5 | . | -5.7 | -2.9 | -11.7
CN(C)CCNC(=O)c1cccc(NS(=O)(=O)c2ccc(Cl)c(Cl)c2)c1 | 1.3 | -3.8 | 5.0 | . | 3.6 | -2.3 | -3.6
Cc1cccc(CN2C(=O)c3ccccc3Sc3ccc(C(=O)O)cc32)c1 | -1.6 | . | -7.6 | -0.8 | 2.5 | 4.0 | 3.8
O=C(NCC[C@H]1CC[C@@H](NS(=O)(=O)c2cccc(F)c2)[C@H](CO)O1)C1CCCC1 | 1.1 | 3.7 | 1.0 | -0.1 | -4.1 | -0.2 | -0.8
C/C=C/c1ccc([C@@H]2[C@@H](C#N)N(c3nc(-c4ccccc4)cs3)[C@H]2CO)cc1 | 6.7 | -0.2 | ? | -0.2 | -1.2 | -2.2 | -2.1
CCOc1ccccc1NC(=O)CSc1ccc(-c2ccco2)nn1 | 1.8 | 0.3 | ? | -0.2 | -19.0 | 3.8 | -4.9
C[C@H](O)C#Cc1cnc2c(c1)C(=O)N([C@@H](C)CO)C[C@@H](C)[C@H](CN(C)Cc1ccc(-c3ccccc3)cc1)O2 | 22.0 | 8.2 | -1.9 | 2.1 | 0.6 | 12.6 | -1.8
N#Cc1ccc(CN(c2ccncc2)S(=O)(=O)c2ccccc2)cc1 | -6.2 | -1.4 | -5.2 | -0.1 | 1.5 | 4.3 | -6.4
CSCC[C@H](NC(=O)N1CCn2c1nc1ccccc12)C(=O)NC1CCCCC1 | 9.1 | 0.1 | 8.4 | . | 3.8 | -2.8 | -12.3
COc1cccc(C(=O)Nc2ccc3c(c2)C(=O)N(C)C[C@@H](OC)[C@H](C)CN[C@@H](C)CO3)c1 | -3.6 | -1.3 | -2.8 | 0.1 | -5.6 | 0.6 | -47.5
O=C(Nc1ccc(-c2ccc3nncn3n2)cc1)C1CCCCC1 | -31.0 | -3.3 | 10.0 | -0.3 | 4.3 | 1.5 | -5.3
COc1ccc(CN(C)C[C@@H]2Oc3ccc(NC(=O)CCN4CCOCC4)cc3C(=O)N([C@H](C)CO)C[C@@H]2C)cc1 | 10.1 | -0.3 | 0.7 | -0.4 | 1.4 | -0.8 | 3.0
O=C(c1c[nH]c(C(=O)C(Cl)(Cl)Cl)c1)c1ccc(F)cc1F | . | -4.5 | 0.5 | . | 2.1 | . | -22.8
COc1ccc(NC(=S)NC23CN4CN(CN(C4)C2)C3)c(OC)c1 | . | -2.3 | 17.3 | . | 1.6 | . | -3.2
O=C(N/N=C/c1ccccn1)c1cc([N+](=O)[O-])cc([N+](=O)[O-])c1 | -1.3 | -0.3 | -7.6 | 7.2 | 3.8 | 0.7 | -2.2
O=C(COC(=O)CCCN=C1NS(=O)(=O)c2ccccc21)NNC(=O)c1ccccc1 | 10.2 | 1.8 | -9.7 | . | -2.5 | -0.5 | -8.7
COC(=O)c1cc(NC(=O)C(C)c2ccc(CC(C)C)cc2)ccc1O (stereo not given) | . | -2.8 | -0.8 | . | -0.6 | . | -5.9
CC1CN(C(=O)COC(=O)c2nn(-c3ccccc3)c(=O)c3ccccc23)CC(C)O1 (stereo not given) | . | -2.1 | 4.5 | 0.0 | 0.2 | . | -2.2
C=CCc1ccc(OC)c(OC)c1 | 2.6 | . | 4.9 | . | -4.4 | -4.4 | -9.0
C[C@H]1CN([C@@H](C)CO)C(=O)Cc2cc(NS(=O)(=O)c3ccccc3)ccc2O[C@@H]1CN(C)CC1CC1 | 7.6 | 0.1 | 0.5 | . | -1.5 | -4.6 | -5.4
CCOC(=O)Cc1csc(NC(=O)Cc2cccs2)n1 | 9.6 | 4.8 | . | . | 0.7 | 0.2 | -4.0
COc1ccc(CCNC(=O)Nc2nnc([C@@H]3C[C@H](O)[C@@H](CO)O3)s2)cc1OC | -14.9 | . | -0.9 | 0.1 | 2.1 | -4.2 | -1.8
CCOc1ccc(-n2c(SCC(=O)OC)nc3sc4c(c3c2=O)CCN(C)C4)cc1 | -3.6 | 0.8 | -1.9 | 0.0 | 0.7 | 3.6 | -6.5
NS(=O)(=O)c1ccc(N2CCOCC2)c(C(=O)NCc2cccs2)c1 | 3.5 | . | 5.9 | -0.2 | -3.5 | -0.1 | 11.2
CCOC(=O)Cc1csc(SCC(=O)Nc2ccc3[nH]c(=O)[nH]c3c2)n1 | 3.9 | 2.8 | 0.6 | . | 2.8 | 0.0 | -3.4
CCOC(=O)c1sc(NC(=O)CN2C(=O)C3CC=CCC3C2=O)nc1C (stereo not given) | -6.0 | 0.3 | -0.9 | 150.5* | . | 3.8 | 3.0
COc1ccc(Nc2nnc(SC(C)C(=O)NC3CC3)s2)cc1 (stereo not given) | -4.6 | -4.0 | 2.8 | 0.0 | -6.2 | 1.6 | 3.9
CCC(=O)N1[C@@H]2Cn3c(cccc3=O)[C@H]1[C@@H](C(=O)NC1Cc3ccccc3C1)[C@@H]2CO | . | -1.4 | -3.6 | 0.6 | -3.9 | . | -5.5
Cc1ccc(C(=O)N2CCC(n3nccc3NC(=O)C3CCOC3)CC2)cc1 (stereo not given) | . | -2.4 | -7.5 | -1.7 | 1.2 | -7.2 | -3.8
CC(C)NC(=O)N1C[C@H]2[C@@H](c3ccccc31)[C@H](CO)N2Cc1ccccc1 | 37.8 | -0.3 | -8.1 | -0.3 | 1.0 | 0.1 | 2.4
Cc1nnc(SCC(=O)c2c(N)n(Cc3ccccc3)c(=O)n(C)c2=O)n1C | 18.1 | 12.2 | -6.7 | 0.0 | 4.8 | 1.8 | 4.2
O=C(Cn1c(=O)n(CC(=O)N2CCCCC2)c(=O)c2sccc21)NCc1ccccc1 | -9.2 | -3.1 | -3.9 | . | 4.6 | . | 3.9
COc1ccc(N(C(C)=O)c2nc3ccccc3[nH]2)cc1 | 0.6 | -2.6 | 3.8 | . | -11.9 | 3.3 | -3.3
Cc1cc(C)nc(N2CCC(C(=O)NCCc3ccc(Cl)cc3)CC2)n1 | 17.5 | 15.3* | -0.2 | 0.0 | -10.7 | 0.2 | 15.3
CCOc1ccccc1NC(=O)COc1coc(CN2CCc3ccccc32)cc1=O | . | 4.8 | 14.4 | 0.4 | -0.4 | . | -1.0
COc1ccc(-c2ccccc2[C@H]2[C@@H]3C=CC[C@@H](C)[C@@H]3C(=O)N2Cc2ccccc2)cc1 | 1.2 | -0.7 | -2.1 | . | -1.1 | 3.2 | 3.9
COc1ccc(NC(=O)CN2C(=O)COc3ccc(C)cc32)c(OC)c1 | -4.1 | 0.0 | -1.5 | 0.2 | 0.0 | -9.2 | 1.7
Cc1onc(-c2c(F)cccc2Cl)c1C(=O)c1ccccc1 | . | -6.5 | 5.5 | 0.1 | -0.5 | -2.4 | 2.9
COCCn1c(CN2CCN(C)CC2)nc2c1c(=O)n(C)c(=O)n2C | 1.4 | -2.4 | -4.4 | 0.1 | 4.1 | -1.1 | 15.7
COc1ccc2c(c1)C(C)=CC(C)(C)N2S(=O)(=O)c1ccc(C)cc1 | -46.1 | -0.2 | -8.8 | . | 3.9 | . | -3.6
O=C(C[C@@H]1C[C@@H]2c3cc(NC(=O)CC4CC4)ccc3O[C@@H]2[C@H](CO)O1)NCc1ccncc1 | -3.8 | -1.5 | -3.6 | 0.3 | -6.6 | 3.4 | -0.5
O=C(OCC(=O)N1CCCC1)c1cc(F)c(F)cc1Cl | -1.1 | -3.6 | 5.0 | -0.2 | 2.8 | -1.4 | -5.6
CN(C)S(=O)(=O)c1ccc(C(=O)Nc2ccn(C)n2)cc1 | -4.0 | -2.0 | 4.9 | -0.3 | -0.7 | 7.1 | -3.5
Cc1cccn2c(=O)nc(SCC(=O)Nc3cccc4ccccc34)nc12 | . | 0.9 | 4.8 | -0.1 | 1.5 | . | -2.4

Source: PubChem (Broad Institute)

This is a subset; the hit share may differ from the screen's.
